IMP-1 inhibitor – blocks Pseudomonas aeruginosa IMP-1 metallo-beta-lactamase; purified IMP-1, nitrocefin hydrolysis, epi-absorbance fluorescence; inhibition, % at 5.6 µM; actives 0.45% (n = 290,000); AID 1556;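 active = inhibition above the mean plus 3 SD of all compounds in the same screening run, cut at about 4.5% in these data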;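 also: 0% = IMP-1 with DMSO and 100% = DMSO wells lacking enzyme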
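System: Purified IMP-1 | Read-out basis: Percent enzyme inhibition | Controls: IMP-1 with DMSO as 0%, enzyme-free DMSO as 100% | Replicates: One well per compound | Doses: 5.6 µM nominal single concentration | Detection: Epi-absorbance fluorescence, 480 nm excitation, 530 nm emission | Incubation: 25 °C, 15 min preincubation, 25 min reaction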
GalR3 antag – human GalR3 antagonism; O60755; HEK293 GalR3-CNG cAMP membrane potential fluorescence; galR3 body fused to GalR1 C-terminus; inhibition, % at 3 µM; actives 0.44% (n = 360,000); AID 651719;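 active = inhibition above the screen-wide average plus 3 SD, cut at about 13% in these data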;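 also: forskolin and galanin both at EC90 stimulate the cells; cAMP rise reported by CNG channel membrane potential dye signal; 0% = forskolin plus galanin with DMSO and 100% = forskolin alone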
Target sequence (O60755 1-299 limits assumed): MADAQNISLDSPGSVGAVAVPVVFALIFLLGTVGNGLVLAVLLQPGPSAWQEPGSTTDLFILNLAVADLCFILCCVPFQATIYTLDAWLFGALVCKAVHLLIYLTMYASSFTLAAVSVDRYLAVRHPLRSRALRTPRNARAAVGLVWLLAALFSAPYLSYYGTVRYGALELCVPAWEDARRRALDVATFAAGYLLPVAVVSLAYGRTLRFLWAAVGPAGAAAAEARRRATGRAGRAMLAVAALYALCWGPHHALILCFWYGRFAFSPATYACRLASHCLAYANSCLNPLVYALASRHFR
NS3 helicase inh – inhibitors of Hepatitis C virus NS3 helicase; AID 1800; inhibition, % at 10.9 µM; NS3 helicase DNA unwinding, Cy5 molecular beacon fluorescence; actives 0.56% (n = 290,000);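 active = inhibition above the mean of all tested compounds plus 3 SD, set per campaign, cut at about 35% in these data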;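 also: 0% = DMSO wells and 100% = thioflavine S control wells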
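Assay system: hepatitis C virus NS3 helicase domain fragment enzyme. Also added: annealed dual-labelled DNA beacon duplex, ATP-started. Timing: 1 h reaction at 25 °C, ATP-initiated. Technique: Cy5 fluorescence at 0 and 60 min, beacon hairpin quenching. Evaluation: % inhibition of unwinding. Replication: one well per compound.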
VIM-2 inhibitor – inhibitors of Pseudomonas aeruginosa VIM-2 metallo-beta-lactamase; actives 0.89% (n = 290,000); purified VIM-2, nitrocefin hydrolysis, epi-absorbance fluorescence; inhibition, % at 5.6 µM; AID 1527;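 active = inhibition above the mean of all tested compounds plus 3 SD, cutoff set per screening run, cut at about 7.5% in these data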;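 also: red hydrolysis product quenches plate fluorescence so inhibitors raise well fluorescence; 0% = enzyme with DMSO and 100% = DMSO without enzyme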
PHOSPHO1 inh – blocks human PHOSPHO1 phosphatase activity | inhibition, % at 13.3 µM | AID 1565 | actives 1.1% (n = 290,000) | Q8TCT1 | recombinant PHOSPHO1, absorbance phosphatase assay; in the data active = inhibition above about 60%
GPR7 antagonist – blocks human GPR7 receptor signaling; P48145; actives 1.1% (n = 290,000); inhibition, % at 4.4 µM; GPR7-expressing cells, fluorescence antagonist assay; in the data active = inhibition above about 16%, passing the limit was not always enough;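 also: cells stimulated with the agonist NPW; 0% = agonist with vehicle and 100% = vehicle without agonist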
Target sequence (P48145 whole entry, looked up): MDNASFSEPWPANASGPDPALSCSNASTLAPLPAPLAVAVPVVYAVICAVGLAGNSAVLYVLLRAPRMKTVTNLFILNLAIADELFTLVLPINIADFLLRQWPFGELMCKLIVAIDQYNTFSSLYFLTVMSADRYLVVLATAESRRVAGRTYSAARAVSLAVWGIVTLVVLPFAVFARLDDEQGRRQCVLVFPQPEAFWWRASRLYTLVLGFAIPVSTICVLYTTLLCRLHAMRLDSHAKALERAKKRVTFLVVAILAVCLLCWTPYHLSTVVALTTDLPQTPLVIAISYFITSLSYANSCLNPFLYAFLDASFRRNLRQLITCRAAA
V1aR counter – V1a receptor agonism, counter-screen for OXTR agonists; activation, % at 3 µM; actives 0.25% (n = 320,000); CHO-V1R cells, Fluo-8 calcium fluorescence, agonist mode; 0% DMSO, 100% 3 nM vasopressin; P37288; AID 2797;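 active = activation above the mean activation of all tested compounds plus 3 SD, per screening run, cut at about 20% in these data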;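 also: signal is peak over basal fluorescence ratio across a 100 second FLIPR read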
Target sequence (P37288 whole entry, looked up): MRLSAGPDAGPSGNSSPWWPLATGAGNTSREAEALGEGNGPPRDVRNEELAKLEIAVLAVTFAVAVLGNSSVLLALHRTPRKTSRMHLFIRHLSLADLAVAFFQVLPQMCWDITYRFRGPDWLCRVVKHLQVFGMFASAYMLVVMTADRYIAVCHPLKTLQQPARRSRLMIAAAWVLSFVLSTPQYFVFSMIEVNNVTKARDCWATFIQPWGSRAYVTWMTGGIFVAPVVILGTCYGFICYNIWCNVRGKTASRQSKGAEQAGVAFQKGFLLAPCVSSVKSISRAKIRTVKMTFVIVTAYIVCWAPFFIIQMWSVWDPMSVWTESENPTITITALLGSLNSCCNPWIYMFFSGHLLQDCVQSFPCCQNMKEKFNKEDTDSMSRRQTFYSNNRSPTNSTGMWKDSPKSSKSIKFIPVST
OXTR ag – agonists of human oxytocin receptor | activation, % at 3 µM | CHO-OTR cells, Fluo-8 calcium fluorescence; normalized: DMSO 0%, oxytocin 100% | actives 0.32% (n = 320,000) | P30559;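 active = activation above the mean of all tested compounds plus 3 SD, cutoff set per screening run, cut at about 20% in these data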;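 also: peak over basal fluorescence ratio from a 100 s FLIPR kinetic read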
DNA FID counter – fluorescent intercalator displacement, NS3 helicase counter-screen. DNA fluorescent intercalator displacement, fluorescence. inhibition, % at 7.9 µM. actives 0.17% (n = 290,000). AID 1845; in the data active = inhibition above about 37%;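 also: 0% = vehicle and 100% = reference compound; higher means more ethidium bromide displaced from hairpin DNA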
The depositor's hits bear a star; x = no result given.

Start of the data: the first two compounds as a preview:
SMILES | IMP-1 inhibitor | GalR3 antag | NS3 helicase inh | VIM-2 inhibitor | PHOSPHO1 inh | GPR7 antagonist | V1aR counter | OXTR ag | DNA FID counter
FC(F)(F)c1cc(-c2ccccc2)nc2nc(N3CCOCC3)sc12 | -3.3 | -4 | 3 | -1.2 | -3 | -16 | -0.7 | -2.7 | -4
COc1ccc(C(NC=O)c2cc(OC)c(OC)cc2Br)cc1OC (stereo not given) | 0.5 | -4 | 4 | 0.9 | 2 | 4 | 1.2 | 3.0 | -10

Main list, from the first entry:
SMILES | IMP-1 inhibitor | GalR3 antag | NS3 helicase inh | VIM-2 inhibitor | PHOSPHO1 inh | GPR7 antagonist | V1aR counter | OXTR ag | DNA FID counter
FC(F)(F)c1cc(-c2ccccc2)nc2nc(N3CCOCC3)sc12 | -3.3 | -4 | 3 | -1.2 | -3 | -16 | -0.7 | -2.7 | -4
COc1ccc(C(NC=O)c2cc(OC)c(OC)cc2Br)cc1OC (stereo not given) | 0.5 | -4 | 4 | 0.9 | 2 | 4 | 1.2 | 3.0 | -10
CC(=O)c1cccc(S(=O)(=O)Nc2cccc(S(=O)(=O)NC3=NCCC3)c2)c1 | -0.3 | -2 | 0 | -1.0 | -16 | -6 | -0.7 | 0.7 | -1
O=C(CN1C(=O)COc2ccccc21)N(Cc1ccc2c(c1)OCO2)CC1CCCO1 (stereo not given) | -1.4 | 2 | 0 | -1.6 | -2 | -9 | -0.8 | -0.9 | -25
CC1(C)Cc2nc3sc4c(SCC(=O)NC(c5ccccc5)c5ccccc5)ncnc4c3cc2CO1 | -1.8 | 0 | 7 | -1.5 | -13 | -11 | -0.3 | -0.9 | 2
O=C(Nc1ccc(C2CC2(Cl)Cl)cc1)c1cccc([N+](=O)[O-])c1 (stereo not given) | -2.5 | -9 | -2 | -3.3 | -32 | -7 | 7.5 | 11 | 13
Cc1ccc(C)c(NC(=O)CSc2nnc([C@@H](N)Cc3ccccc3)o2)c1 | -0.9 | -4 | 2 | 0.7 | 6 | 5 | 1.4 | 3.1 | 0
O=S(=O)(c1cccc2ccccc12)N1CCSC1 | x | 0 | x | x | -18 | x | -1.7 | -2.5 | x
COc1ccc(C(=O)NC2CCCc3c2cnn3-c2ccc(C)c(C)c2)c(OC)c1OC (stereo not given) | -1.1 | -4 | -6 | 1.4 | 42 | -25 | 0.6 | -1.3 | -52
COc1ccc(CCNS(=O)(=O)c2cccc(F)c2)cc1OC | -2.8 | 2 | -5 | -0.2 | 46 | -13 | 0.4 | 0.2 | -9
Cn1c(=O)c(-c2cc(=O)[nH][nH]2)c(O)c2ccccc21 | -3.4 | -2 | 17 | 1.9 | 29 | -5 | 0.3 | 0.3 | -17
NNC(=O)c1nc[nH]c1C(=O)Nc1ccccn1 | 7.6* | -8 | -1 | -2.7 | 36 | -3 | 0.4 | 0.1 | -3
Cc1ccc(NC(=O)C2=CC(c3ccc(C)cc3)=NS(=O)(=O)N2C)cc1 | -1.1 | x | -7 | -0.8 | 18 | -1 | 8.8 | 2.8 | -10
CCc1cccc(OCCCCNCCOC)c1 | -0.7 | -5 | 3 | 2.2 | -2 | 4 | 1.4 | 1.5 | 12
COC(=O)Oc1nsnc1N1CCOCC1 | -1.5 | -2 | -5 | -2.8 | 92* | -11 | 0.5 | 0.8 | 3
S=c1[nH]nc(-c2cc(-c3ccccc3)n[nH]2)n1/N=C/c1c2ccccc2cc2ccccc12 | -2.7 | x | -8 | -0.2 | 45 | -9 | -1.1 | -1.0 | -1
Cn1c(=O)c2c(ncn2CC(=O)Nc2nc3ccc(F)cc3s2)n(C)c1=O | -5.7 | -1 | 8 | -2.0 | 7 | -3 | -0.3 | 0.3 | 1
Fc1ccc(-c2cnn3c(-c4ccncc4)ccnc23)cc1 | -0.1 | -3 | 3 | 0.3 | 15 | -7 | 4.0 | 3.8 | -4
Cc1ccc(NC(=S)N2CCC(NC(=O)c3ccccc3)CC2)cc1 | -2.8 | -8 | 5 | -4.4 | 39 | -1 | 0.2 | -1.3 | -12
O=S(=O)(c1ccc(-n2cnnn2)cc1)N1CCN(c2ccccc2F)CC1 | -2.0 | 0 | -2 | -2.9 | 17 | -14 | 4.6 | 1.9 | -10
CCc1ccc(CNCc2cccs2)cc1 | -2.9 | 1 | -5 | -1.8 | 19 | 0 | 0.8 | 0.4 | 9
CN(Cc1ccccc1)C(=O)c1cccc(N2C(=O)NC3CC2(C)Oc2ccccc23)c1 (stereo not given) | -2.8 | -8 | -5 | -2.6 | 33 | -6 | 0.8 | -0.1 | -43
Cc1nc(NC(=O)c2cc3c(C)nn(-c4ccccc4)c3s2)sc1C(=O)Nc1ccccc1 | -1.6 | -2 | 6 | -1.8 | -7 | 3 | 0.3 | 0.2 | -4
CCOc1ccccc1N1CCN(C(=S)NC(=O)C23CC4CC(CC(C4)C2)C3)CC1 | -4.3 | -6 | 1 | -4.0 | 1 | -9 | -1.6 | -2.1 | -3
COC(=O)c1ccc2[nH]c(C)c(CN3CCCC3)c(=O)c2c1 | -2.1 | 0 | 2 | 0.3 | 3 | -5 | x | x | 1
SMILES | IMP-1 inhibitor | GalR3 antag | NS3 helicase inh | VIM-2 inhibitor | PHOSPHO1 inh | GPR7 antagonist | V1aR counter | OXTR ag | DNA FID counter
COc1ccccc1N1CCN(C(=S)Nc2ccc(F)cc2)CC1 | -1.1 | -11 | 4 | 0.5 | 45 | 7 | 0.3 | -0.6 | -17
COc1ccc2nc(NC(=O)CSc3nnc(C)s3)sc2c1 | -2.1 | -5 | -6 | -4.2 | -1 | -8 | -0.2 | 1.4 | 1
Cc1ccc(C)c(N2CCN(C(=O)CN3C(=O)c4ccccc4C3=O)CC2)c1 | -2.4 | -5 | -4 | -0.5 | 0 | 3 | 7.0 | 8.2 | -27
O=C(C1CC=CCC1)N1CCN(C(=O)C2CC=CCC2)CC1 (stereo not given) | -5.1 | 1 | -1 | -3.8 | 4 | -11 | 0.8 | 0.5 | -5
O=C(Nc1nc(-c2cccc([N+](=O)[O-])c2)cs1)c1cccc([N+](=O)[O-])c1C(=O)O | 0.5 | -6 | 22 | 0.1 | 46 | 0 | 0.8 | 0.6 | -13
CC(C)CN1C(=O)c2ccc(C(=O)Nc3nccs3)cc2C1=O | -1.8 | -5 | 1 | -0.5 | 29 | -6 | 1.3 | 1.1 | -5
CN(C)CCCOC(=O)COc1ccc(Br)cc1 | -3.3 | -6 | -5 | -2.0 | 19 | -5 | -1.1 | 2.4 | 2
CC(=O)Nc1ccc(/C=N/NC(=O)c2cccs2)cc1 | -3.0 | -2 | 5 | -3.6 | -15 | 2 | 0.6 | -0.1 | -16
CCC(=O)Nc1ccc(/C(C)=N\NC(=O)c2ccc(C)s2)cc1 | 2.6 | 1 | -1 | -5.6 | -10 | 2 | -0.3 | -1.4 | -7
CCN1CCCc2cc(CN(CCN3CCOCC3)C(=S)Nc3cccc(Cl)c3)ccc21 | -4.2 | 3 | -28 | -1.6 | 14 | 0 | 9.5 | -0.9 | 6
COCCCNCC(=O)Nc1ccc(OC(F)(F)F)cc1 | -1.5 | 2 | 6 | -4.2 | 3 | 9 | 1.5 | 1.8 | 4
COc1ccc(-c2ncc3ccccn23)cc1OC | -1.6 | 1 | 2 | -1.5 | 35 | -1 | 0.0 | -0.8 | 5
COc1ccc(N2CCN(C(=O)C(Cc3ccccc3)n3cccc3)CC2)cc1 (stereo not given) | -3.8 | x | 11 | -4.4 | -2 | 8 | 1.0 | -2.0 | -28
Cc1ccc(C)c(NC(=S)N2CCN(Cc3ccccc3)CC2)c1 | -0.9 | -3 | 1 | -2.3 | 8 | 5 | 0.2 | -0.2 | -4
COc1ccc(-c2nnc(SCC(=O)N3CCC(Cc4ccccc4)CC3)o2)cc1OC | -1.1 | -4 | -3 | -0.6 | -5 | 2 | 0.6 | 0.6 | -3
CCOc1cccc2cc(C(=O)N3CC(C)OC(C)C3)c(=O)oc12 (stereo not given) | -3.1 | -7 | 0 | -2.4 | x | -12 | 0.0 | -0.3 | -6
COc1cc(C=O)ccc1OCCOCCOc1c(C)cc(Cl)cc1Cl | 0.8 | 5 | 1 | -1.2 | 6 | -8 | 0.5 | -1.2 | -12
O=S(=O)(c1cccs1)N1CCC(CO)(Cc2cccc(F)c2)CC1 | -2.6 | 1 | -5 | -3.5 | 30 | 6 | 0.7 | 2.7 | -12
CC(C)c1onc(C(=O)NCCc2ccccc2)c1[N+](=O)[O-] | -1.9 | -4 | 2 | -2.3 | -7 | 2 | 0.1 | -1.0 | 1
Cc1ccc(Nc2cc(=O)[nH]c(=O)[nH]2)cc1C | -0.9 | -7 | -1 | -2.3 | -26 | -8 | -0.6 | 0.0 | -4
O=C(CSc1ccccn1)N1CCN(C(=O)CSc2ccccn2)CC1 | x | -5 | x | x | 5 | x | 0.3 | 0.7 | x
CCOC(=O)c1cnc(-c2ccccc2)nc1Oc1cccc(Cl)c1 | -0.3 | 3 | 0 | -1.2 | 28 | -3 | 1.3 | -0.4 | -5
Cc1cc(=O)oc2cc(OCC(=O)OCC(=O)Nc3ccccc3Br)ccc12 | -0.7 | 4 | 1 | 1.1 | -8 | -3 | 2.5 | 3.6 | -3
CCOc1ccc(/C=N/N2CCN(Cc3ccccc3)CC2)cc1 | -0.8 | -9 | -3 | -0.9 | 14 | -21 | 1.5 | -2.0 | -3
O=C(COC(=O)c1ccc(S(=O)(=O)N2CCOCC2)cc1)NC1CCCCCC1 | -3.0 | -5 | -13 | -1.5 | -2 | 0 | 0.2 | -0.4 | -11
SMILES | IMP-1 inhibitor | GalR3 antag | NS3 helicase inh | VIM-2 inhibitor | PHOSPHO1 inh | GPR7 antagonist | V1aR counter | OXTR ag | DNA FID counter
COc1ccccc1N1N=C(c2ccc([N+](=O)[O-])cc2)CC1c1ccccc1 (stereo not given) | 35* | 0 | -11 | 31* | 14 | 9 | 28* | 30* | 1
COc1ccc(-c2csc3nc(-c4ccccc4OC)oc(=O)c23)cc1 | -1.1 | -3 | -5 | 0.2 | 39 | -11 | 0.5 | -0.3 | -1
CCN1CCN(C(CNS(=O)(=O)c2ccc(F)cc2)c2cccnc2)CC1 (stereo not given) | -2.3 | 0 | -3 | 0.6 | 13 | 0 | -1.0 | 0.0 | -2
Cc1noc(/C=C/NCc2cccnc2)c1S(=O)(=O)N(C)CC(=O)N1CCc2ccccc21 | -3.3 | x | -8 | 1.5 | 5 | -6 | 1.9 | -1.2 | -19
COC(=O)CNC(=O)Cc1c(F)cccc1Cl | -3.1 | -8 | 9 | -3.9 | 19 | -5 | 0.4 | 1.0 | -3
CN(C)c1ccc(P(=O)(Nc2ccc([N+](=O)[O-])cc2)N2CCOCC2)c(NC(=O)c2cccs2)c1 (stereo not given) | -4.1 | -4 | 6 | -0.8 | -9 | -6 | 0.3 | -0.4 | 1
Cc1nnc(SCC(=O)NCCc2ccccc2)s1 | -1.9 | 2 | -3 | 0.5 | 39 | -3 | 0.5 | 0.2 | -7
COC(=O)c1nnn(-c2nc(N3CCOCC3)nc(N3CCOCC3)n2)c1C | 0.0 | -5 | -1 | -1.1 | 37 | 1 | 0.4 | 0.3 | -6

A few values from the list:
Entry of `COC(=O)CNC(=O)Cc1c(F)cccc1Cl` in DNA FID counter: -3
Entry of `Cc1nnc(SCC(=O)NCCc2ccccc2)s1` in GalR3 antag: 2

Assay outcomes (PubChem BioAssay)
